STAT3 blocker: reduces IL-6 driven STAT3 reporter signal; U3A cells, IL-6 STAT3-luciferase reporter, luminescence; host cell line lacks STAT1; inhibition, % at 5.5 µM; 190,000 compounds, 0.89% hits; AID 862;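 active means inhibition above the mean inhibition across all screened compounds plus 3 SD, cut at about 44% in these data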;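 further: 0% = DMSO only wells and 100% = 100 µM nifuroxazide control wells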
PPARg SRC3 recr: PPARgamma-driven SRC-3 recruitment agonism. P37231. biochemical PPARgamma/SRC-3 coactivator recruitment assay. activation, % at 8 µM. 200,000 compounds, 0.26% hits; in the data active means activation above about 23%;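 further: 0% = DMSO and 100% = reference agonist; some compounds past the cut are filed as inactive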
STAT1 blocker: inhibitors of IFN-gamma induced STAT1 signaling | NIH 3T3 STAT1-luciferase reporter, luminescence | inhibition, % at 5.5 µM | 200,000 compounds, 0.35% hits;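 active means inhibition above a set limit, the mean inhibition across all tested compounds plus 3 SD, cut at about 34% in these data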;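 further: 0% = IFN-gamma with DMSO and 100% = IFN-gamma with 300 µM nifuroxazide; values of inactives mirror those of a sister screen read the other way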
ROMK mod: human ROMK K+ channel modulation, primary screen; P48048; 130,000 compounds, 2% hits; B-score at 10 µM; Tet-inducible ROMK, thallium flux fluorescence; actives lie on both sides;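 active means signal ratio slope over the read window, or its plate-corrected B-score, at least 3 SD from the plate mean, either direction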;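 further: B-score of the F/F0 ratio slope over 7 to 12 s after thallium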
Target sequence (P48048 whole entry, looked up): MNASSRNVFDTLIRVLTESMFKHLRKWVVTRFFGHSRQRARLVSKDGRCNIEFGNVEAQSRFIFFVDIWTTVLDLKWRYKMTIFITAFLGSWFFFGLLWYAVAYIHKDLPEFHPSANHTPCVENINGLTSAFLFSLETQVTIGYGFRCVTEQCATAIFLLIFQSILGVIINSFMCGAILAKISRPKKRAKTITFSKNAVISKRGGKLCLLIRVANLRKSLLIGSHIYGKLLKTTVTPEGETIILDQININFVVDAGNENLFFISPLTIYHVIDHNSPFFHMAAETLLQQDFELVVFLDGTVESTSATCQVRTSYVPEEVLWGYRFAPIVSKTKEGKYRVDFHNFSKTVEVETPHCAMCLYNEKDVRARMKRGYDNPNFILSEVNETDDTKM
TR-FRET SRC-2 ct: counter-screen for PPARgamma SRC-2 recruitment agonists: TR-FRET artefact | hits give high values | TR-FRET ratio at 8 µM | 200,000 compounds, 0.4% hits; in the data active means TR-FRET ratio above about 2000; further: inactives centre near 1500
STAT3 activator: activators of IL-6 induced STAT3 signaling; activation (% of control), % at 5.6 µM; U3A cells, IL-6 STAT3-luciferase reporter, luminescence; 100% = signal with IL-6 EC80 alone; 190,000 compounds, 0.91% hits;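 active means activation above the screen-wide mean of compound activation plus 3 SD, cut at about 130% in these data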;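 further: 0% = background luminescence of wells with medium and substrate only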
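Test system: STAT3-luciferase reporter U3A cells; Detection: reporter luminescence signal; Times: 1 h compound pre-exposure, 6 h IL-6 stimulation, 37 °C; Benchmarks: IL-6-only high control; Also added: IL-6 stimulus at 33 ng/mL final.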
TNAP act hi DEA: TNAP (human) activation, high acceptor | 200,000 tested, under 10 active | P05186 | AID 1136 | activation factor at 20 µM | purified TNAP, CDP-star luminescence, 1 M DEA, 30 min; hits give high values; 0 = EDTA background, 1 = DMSO-only activity;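 active means activation factor at least 2 at 20 µM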
Target sequence (P05186 whole entry, looked up): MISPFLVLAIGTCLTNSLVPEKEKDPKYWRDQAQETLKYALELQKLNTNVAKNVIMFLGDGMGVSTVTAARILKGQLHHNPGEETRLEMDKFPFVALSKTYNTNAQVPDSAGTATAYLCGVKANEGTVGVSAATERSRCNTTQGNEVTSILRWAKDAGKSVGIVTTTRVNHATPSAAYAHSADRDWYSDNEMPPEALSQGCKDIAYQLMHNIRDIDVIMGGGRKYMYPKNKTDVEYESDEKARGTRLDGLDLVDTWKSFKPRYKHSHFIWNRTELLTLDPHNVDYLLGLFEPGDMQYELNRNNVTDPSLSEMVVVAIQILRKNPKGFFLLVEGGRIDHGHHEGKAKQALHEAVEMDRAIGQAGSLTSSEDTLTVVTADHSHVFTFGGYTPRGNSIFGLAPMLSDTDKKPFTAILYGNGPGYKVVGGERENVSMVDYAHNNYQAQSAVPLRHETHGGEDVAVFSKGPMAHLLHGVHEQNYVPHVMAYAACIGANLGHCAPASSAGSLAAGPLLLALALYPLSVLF
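Assay system: human TNAP; Input: enzyme diluted 1/800 final; Reagent: CDP-star luminogenic substrate at 100 µM final; Timing: 30 min, room temperature; Signal: luminescence; Evaluation: TNAP activation factor scaled between EDTA and DMSO control wells.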
PPARg SRC1 recr: agonists of human PPARgamma SRC-1 coactivator recruitment; P37231; PPARgamma-SRC-1 coactivator recruitment biochemical assay; activation, % at 8 µM; 200,000 compounds, 0.41% hits; AID 631; in the data active means activation above about 19%;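 further: 0% = DMSO and 100% = reference agonist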
bIAP inh: intestinal alkaline phosphatase (bovine) inhibition | inhibition, % at 20 µM | 190,000 tested, under 10 active | AID 1019 | purified bovine IAP, CDP-star luminescence, 30 min;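 active means over 50% inhibition of intestinal alkaline phosphatase at 20 µM in the single-dose screen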
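Assay system: bovine IAP enzyme; medium: DEA buffer 100 mM, pH 9.8, with MgCl2 1.0 mM, ZnCl2 0.02 mM; doses: 20 µM single dose; incubation: enzyme reaction for 30 min at room temperature; detection: CDP-star luminescence signal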
PPARg SRC-2 ag: agonists of SRC-2 recruitment by human PPARgamma; activation, % at 8 µM; 200,000 compounds, 0.34% hits; AID 1032; PPARgamma LBD-SRC-2 recruitment, biochemical; in the data active means activation above about 22%;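 further: 0% = vehicle and 100% = reference agonist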
bIAP act: intestinal alkaline phosphatase (bovine) activation; purified bovine IAP, CDP-star luminescence, 30 min; hits give high values; fold of DMSO-control signal, blank-subtracted; activation factor at 20 µM; 200,000 compounds, 0.17% hits; AID 1016;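 active means activation factor of 2 or more at 20 µM, a signal rise over negative controls twice the positive control's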
Numbers without * were called inactive.

`Cc1ccc(-c2nnc(SCC(=O)CC(=O)Nc3ccccc3)n2C)cc1` gave STAT3 blocker 3, PPARg SRC3 recr 9, STAT1 blocker -5, ROMK mod -0.13, TR-FRET SRC-2 ct 1453, STAT3 activator 100, TNAP act hi DEA 1, PPARg SRC1 recr -3, bIAP inh 6, PPARg SRC-2 ag 11 and bIAP act 0.9.
For C=CCNC(=S)NNC(=O)c1ccc(Br)cc1 the results were STAT3 blocker -6, PPARg SRC3 recr 1, STAT1 blocker 13, ROMK mod 0.37, TR-FRET SRC-2 ct 1432, STAT3 activator 104, TNAP act hi DEA 1, PPARg SRC1 recr -3, PPARg SRC-2 ag 0 and bIAP act 0.2.
CN(CCc1ccccn1)C(=S)NC(=O)c1ccco1 was read as STAT3 blocker 0, PPARg SRC3 recr 7, STAT1 blocker 1, ROMK mod -0.019, TR-FRET SRC-2 ct 1763, STAT3 activator 104, TNAP act hi DEA 1, PPARg SRC1 recr 3, bIAP inh 0, PPARg SRC-2 ag -1 and bIAP act 1.
For CCOC(=O)NC(Nc1nc2ccccc2s1)(C(=O)OCC)C(F)(F)F (centres undefined) the results were STAT3 blocker 0, PPARg SRC3 recr -5, STAT1 blocker -3, ROMK mod -0.21, TR-FRET SRC-2 ct 1437, STAT3 activator 101, TNAP act hi DEA 1.1, PPARg SRC1 recr 1, bIAP inh -4, PPARg SRC-2 ag -5 and bIAP act 1.
O=C(Nc1ccc(C(=O)N2CCOCC2)cc1)c1cccc([N+](=O)[O-])c1 was read as STAT3 blocker 10, PPARg SRC3 recr 3, STAT1 blocker -7, ROMK mod -0.2, TR-FRET SRC-2 ct 1556, STAT3 activator 96, TNAP act hi DEA 1.1, PPARg SRC1 recr 11, bIAP inh 8, PPARg SRC-2 ag -2 and bIAP act 0.9.
For O=C(NCCc1cn2ccsc2n1)C1CCCCC1 the results were STAT3 blocker 12, PPARg SRC3 recr 5, STAT1 blocker -1, TR-FRET SRC-2 ct 1563, STAT3 activator 97, TNAP act hi DEA 1, PPARg SRC1 recr 4, bIAP inh 7, PPARg SRC-2 ag -1 and bIAP act 0.9.
Screening O=c1cc(-c2ccc(O)c(O)c2)oc2c(C3O[C@H](CO)[C@@H](O)[C@H](O)[C@H]3O)c(O)cc(O)c12 (some centres undefined) returned STAT3 blocker -3, PPARg SRC3 recr 6, STAT1 blocker 4, ROMK mod 0.031, TR-FRET SRC-2 ct 1487, STAT3 activator 100, TNAP act hi DEA 0.8, PPARg SRC1 recr 6, bIAP inh -1, PPARg SRC-2 ag 20 and bIAP act 1.
For Cc1cccc(C)c1NC(=O)C(NC=O)c1ccc(N(C)C)cc1 (centres undefined) the results were STAT3 blocker 4, PPARg SRC3 recr 3, STAT1 blocker 5, ROMK mod 0.46, TR-FRET SRC-2 ct 1684, STAT3 activator 102, TNAP act hi DEA 1.1, PPARg SRC1 recr -2, bIAP inh -4, PPARg SRC-2 ag -1 and bIAP act 1.
Screening Cc1ccc(/C=N\NC(=O)Cn2c(C)nc3ccccc32)o1 returned STAT3 blocker 13, PPARg SRC3 recr -5, STAT1 blocker 1, ROMK mod -0.18, TR-FRET SRC-2 ct 1718, STAT3 activator 94, TNAP act hi DEA 1, PPARg SRC1 recr 1, bIAP inh 2, PPARg SRC-2 ag 7 and bIAP act 1.
CC(=O)c1c(N2CCC(C(N)=O)CC2)nc(=S)n(-c2ccccc2)c1C was read as STAT3 blocker 0, PPARg SRC3 recr 1, STAT1 blocker 2, TR-FRET SRC-2 ct 1459, STAT3 activator 104, TNAP act hi DEA 1, PPARg SRC1 recr -2, bIAP inh 6, PPARg SRC-2 ag 6 and bIAP act 0.9.
CC(C)N1CCN(Cc2cccc(-n3cccn3)c2)CC1CCO (centres undefined) was read as STAT3 blocker 0, PPARg SRC3 recr 6, STAT1 blocker -3, ROMK mod 0.63, TR-FRET SRC-2 ct 1530, STAT3 activator 102, TNAP act hi DEA 1, PPARg SRC1 recr 11, bIAP inh -3, PPARg SRC-2 ag 1 and bIAP act 1.
`Cn1nc(C(=O)Nc2ccc3c(c2)OCCO3)cc1C(=O)O` gave STAT3 blocker 25, PPARg SRC3 recr 2, STAT1 blocker 12, ROMK mod 0.29, TR-FRET SRC-2 ct 1492, STAT3 activator 83, TNAP act hi DEA 1, PPARg SRC1 recr 4, bIAP inh -10, PPARg SRC-2 ag 2 and bIAP act 1.1.
For CCCn1nnc(NC(=O)c2ccc3ccccc3c2)n1 the results were STAT3 blocker 17, PPARg SRC3 recr 3, STAT1 blocker -62, ROMK mod 0.97, TR-FRET SRC-2 ct 1531, STAT3 activator 92, TNAP act hi DEA 1, PPARg SRC1 recr 2, bIAP inh 14, PPARg SRC-2 ag 1 and bIAP act 0.9.
CCOC(=O)c1cnc2c(N=Nc3ccccc3)c(N)nn2c1N was read as STAT3 blocker 25, PPARg SRC3 recr 6, STAT1 blocker -42, ROMK mod 1.3, TR-FRET SRC-2 ct 1768, STAT3 activator 84, TNAP act hi DEA 1, PPARg SRC1 recr 2, bIAP inh 2, PPARg SRC-2 ag 7 and bIAP act 1.
O=C1NC(c2ccccc2)=C(c2ccc3ccccc3n2)C(c2ccccc2)N1 (centres undefined) was read as STAT3 blocker -5, PPARg SRC3 recr 1, STAT1 blocker -1, ROMK mod 1, TR-FRET SRC-2 ct 1675, STAT3 activator 107, TNAP act hi DEA 1, PPARg SRC1 recr 4, bIAP inh 3, PPARg SRC-2 ag 5 and bIAP act 1.
`COc1cc(/C=C/C(=O)Nc2ccncc2)cc(OC)c1OC` gave STAT3 blocker 7, PPARg SRC3 recr -3, STAT1 blocker 1, TR-FRET SRC-2 ct 1513, STAT3 activator 96, TNAP act hi DEA 1, PPARg SRC1 recr 5, bIAP inh -27, PPARg SRC-2 ag 6 and bIAP act 1.3.
Screening Cc1cc(C)n(C(=O)CSc2ccc(Cl)cc2)n1 returned STAT3 blocker 4, PPARg SRC3 recr -3, STAT1 blocker -1, ROMK mod 0.66, TR-FRET SRC-2 ct 1463, STAT3 activator 102, TNAP act hi DEA 1, PPARg SRC1 recr 2, bIAP inh 6, PPARg SRC-2 ag -2 and bIAP act 0.9.
For Cc1cccc(Nc2nc(N)nc(CN3CCN(Cc4ccc5c(c4)OCO5)CC3)n2)c1 the results were STAT3 blocker -5, PPARg SRC3 recr 3, STAT1 blocker -8, ROMK mod -0.25, TR-FRET SRC-2 ct 1603, STAT3 activator 106, TNAP act hi DEA 1.1, PPARg SRC1 recr 10, bIAP inh -6, PPARg SRC-2 ag 2 and bIAP act 1.1.
Screening Cc1ccc(CNC(=O)C2CCC(=O)N2CCc2ccccc2)cc1 (centres undefined) returned STAT3 blocker 4, PPARg SRC3 recr 1, STAT1 blocker -1, TR-FRET SRC-2 ct 1304, STAT3 activator 99, TNAP act hi DEA 1, PPARg SRC1 recr 5, bIAP inh 4, PPARg SRC-2 ag -9 and bIAP act 1.
O=C(Oc1nsnc1N1CCCCC1)N1CCOCC1 was read as STAT3 blocker 21, PPARg SRC3 recr 0, STAT1 blocker 0, TR-FRET SRC-2 ct 1472, STAT3 activator 85, TNAP act hi DEA 1, PPARg SRC1 recr -3, bIAP inh 11, PPARg SRC-2 ag 9 and bIAP act 0.9.
Screening Cc1noc(C)c1CSc1nc2ccccc2n1C returned STAT3 blocker 6, PPARg SRC3 recr -7, STAT1 blocker -8, TR-FRET SRC-2 ct 1545, STAT3 activator 101, TNAP act hi DEA 1.1, PPARg SRC1 recr -7, bIAP inh 6, PPARg SRC-2 ag 2 and bIAP act 0.9.
`CCCc1[nH]nc2c1C(CCc1ccccc1)C(C#N)=C(N)O2` (centres undefined) gave STAT3 blocker 3, PPARg SRC3 recr 4, STAT1 blocker -1, TR-FRET SRC-2 ct 1664, STAT3 activator 102, TNAP act hi DEA 1, PPARg SRC1 recr -6, bIAP inh -8, PPARg SRC-2 ag -2 and bIAP act 1.1.
`COc1ccc(/C(O)=C2/C(=O)C(=O)N(CCCC(=O)O)C2c2ccc(OC)c(OC)c2)cc1` (centres undefined) gave STAT3 blocker 10, PPARg SRC3 recr -8, STAT1 blocker 4, TR-FRET SRC-2 ct 1478, STAT3 activator 99, TNAP act hi DEA 1.1, PPARg SRC1 recr 7, bIAP inh -5, PPARg SRC-2 ag -3 and bIAP act 1.
For NC(=O)c1coc(-c2ccccc2)n1 the results were STAT3 blocker 2, PPARg SRC3 recr 3, STAT1 blocker -4, ROMK mod 2.2, TR-FRET SRC-2 ct 1609, STAT3 activator 99, TNAP act hi DEA 1.1, PPARg SRC1 recr 2, bIAP inh 9, PPARg SRC-2 ag 1 and bIAP act 0.9.
COc1ccc(NC(C)=O)cc1CNC(=O)COc1c(C)c(C)cc(C)c1C was read as STAT3 blocker -10, PPARg SRC3 recr -3, STAT1 blocker 5, ROMK mod -0.2, TR-FRET SRC-2 ct 1423, STAT3 activator 112, TNAP act hi DEA 1, PPARg SRC1 recr -4, PPARg SRC-2 ag -1 and bIAP act 0.3.
Screening Cc1sc2ncn(CC(=O)NCc3ccco3)c(=O)c2c1-c1ccccc1 returned STAT3 blocker 1, PPARg SRC3 recr -3, STAT1 blocker -5, ROMK mod -0.22, TR-FRET SRC-2 ct 1587, STAT3 activator 103, TNAP act hi DEA 1.1, PPARg SRC1 recr -4, bIAP inh -13, PPARg SRC-2 ag -4 and bIAP act 1.1.

Sorted by length of the SMILES (smallest number first): some entries from above
For NC(=O)c1coc(-c2ccccc2)n1 the results were STAT3 blocker 2, PPARg SRC3 recr 3, STAT1 blocker -4, ROMK mod 2.2, TR-FRET SRC-2 ct 1609, STAT3 activator 99, TNAP act hi DEA 1.1, PPARg SRC1 recr 2, bIAP inh 9, PPARg SRC-2 ag 1 and bIAP act 0.9.
Screening Cc1noc(C)c1CSc1nc2ccccc2n1C returned STAT3 blocker 6, PPARg SRC3 recr -7, STAT1 blocker -8, TR-FRET SRC-2 ct 1545, STAT3 activator 101, TNAP act hi DEA 1.1, PPARg SRC1 recr -7, bIAP inh 6, PPARg SRC-2 ag 2 and bIAP act 0.9.
`CCCc1[nH]nc2c1C(CCc1ccccc1)C(C#N)=C(N)O2` (centres undefined) gave STAT3 blocker 3, PPARg SRC3 recr 4, STAT1 blocker -1, TR-FRET SRC-2 ct 1664, STAT3 activator 102, TNAP act hi DEA 1, PPARg SRC1 recr -6, bIAP inh -8, PPARg SRC-2 ag -2 and bIAP act 1.1.
Screening Cc1sc2ncn(CC(=O)NCc3ccco3)c(=O)c2c1-c1ccccc1 returned STAT3 blocker 1, PPARg SRC3 recr -3, STAT1 blocker -5, ROMK mod -0.22, TR-FRET SRC-2 ct 1587, STAT3 activator 103, TNAP act hi DEA 1.1, PPARg SRC1 recr -4, bIAP inh -13, PPARg SRC-2 ag -4 and bIAP act 1.1.

From PubChem BioAssay
